Screening data deposited in PubChem BioAssay by several laboratories.
West Nile virus CPE: West Nile virus antiviral activity, cell-based, CPE readout (AID 1621). West Nile virus-infected cells, CPE inhibition; higher % means a stronger effect. CPE inhibition, % at 10 µM; hits with a dose series show IC50 in µM. 290,000 compounds, 0.02% hits; in the data active means a potency from the dose series; further: strong numbers were not always called active
XIAP displacement: XIAP antagonists, biochemical, IAP family, fluorescence polarization (AID 1018); E3 ubiquitin-protein ligase XIAP (Homo sapiens); XIAP BIR domain, fluorescence polarization peptide displacement; higher % means a stronger effect; displacement, % at 20 µM; hits with a dose series show IC50 in µM; 200,000 compounds, 0.007% hits; in the data active means displacement above about 50%; further: a part of the inactive calls stands beside numbers as strong as those of hits
CSM14.1 death rescue: rescue of cells from ER stress-induced death, primary screen, 384-well, CSM14.1, thapsigargin, ATP luminescence (AID 1222); CSM14.1 thapsigargin-induced death rescue, ATP luminescence; higher % means a stronger effect; cellular ATP content (survival), % at 20 µM; hits with a dose series show EC50 in µM; 190,000 tested, under 10 active;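 active means EC50 below 50 µM in the dose-response confirmation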;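 further: death triggered by thapsigargin at about 15 µM added after 2 h compound pretreatment; cell ATP read after overnight thapsigargin exposure of roughly 18 to 22 hours; normalized against plate controls of thapsigargin alone and 5% DMSO vehicle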
M1AAP inhibition: P. falciparum M1AAP inhibitors, biochemical, fluorogenic H-Leu-NHMec substrate, 1536-well (AID 1445); Aminopeptidase N (Plasmodium falciparum (isolate 3D7)); recombinant M1AAP, H-Leu-NHMec fluorogenic kinetic assay; higher % means a stronger effect; one-dose inhibition, % at 30 µM; IC50 in µM for titrated hits; 220,000 compounds, 0.42% hits;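 active means primary inhibition above the hit cutoff, then over 50% inhibition at one or more dose response concentrations, cut at about 23% in these data, passing the limit was not always enough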;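 further: plate controls were DMSO full reaction for no effect and no enzyme background for full effect; strong numbers were not always called active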
SIAH1 antagonists: Siah-1 peptide-binding antagonists, primary screen, biochemical, fluorescence polarization, rhodamine-plectin, uHTS (AID 1817). Siah-1 / rhodamine-plectin peptide fluorescence polarization; higher % means a stronger effect. displacement, % at 20 µM, or IC50 in µM where a hit was titrated. 290,000 compounds, 0.02% hits;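 active means displacement of at least 50% at 20 µM, with a fluorescence ratio check between 0.3 and a set limit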;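 further: plate controls were Siah plus tracer with DMSO for no effect and tracer alone without Siah for full effect; strong numbers were not always called active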
Yfh1-depleted yeast: enhancers of respiration in Yfh1-depleted yeast, dose response, Friedreich's ataxia, plus single-dose screen (AID 1465). 220,000 compounds, 0.074% hits. fold induction at 50 µM, or EC50 in µM where a hit was titrated. S. cerevisiae Yfh1-off respiration, WST-1 reduction, 72 h; higher fold induction means a stronger effect;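 active means fold induction of absorbance versus untreated yeast above a set limit, then at least 30% activation at any dose in follow-up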;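 further: activators that raise dye reduction in frataxin-depleted yeast; strong numbers were not always called active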
human PMI inhibitors: human PMI inhibitors, high substrate, primary screen, biochemical, fluorescence intensity, high mannose 6-phosphate (AID 1220). recombinant PMI enzyme, coupled fluorescence intensity; higher % means a stronger effect. inhibition, % at 20 µM, or IC50 in µM where a hit was titrated. 190,000 compounds, 0.66% hits; in the data active means inhibition above about 50%
PhoP inhibition: inhibitors of PhoP regulon expression, primary screen, Salmonella Typhimurium, GFP reporter (AID 1863); 300,000 compounds, 0.16% hits; inhibition, % at 50 µM, or IC50 in µM where a hit was titrated; S. Typhimurium PhoP-regulated promoter GFP reporter, 4 h; higher % means a stronger effect;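 active means inhibition over 29.93%, a cutoff 3 SD above the screen mean, later confirmed by dose response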;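 further: 0% = low Mg2+ inducing control and 100% = high Mg2+ repressing control; strong numbers were not always called active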
P. falciparum M17LAP: P. falciparum M17LAP inhibitors, primary screen, biochemical, fluorogenic H-Leu-NHMec substrate, 1536-well (AID 1619); recombinant M17LAP, H-Leu-NHMec fluorogenic kinetic assay; higher % means a stronger effect; inhibition, % at 30 µM; hits with a dose series show IC50 in µM; 220,000 compounds, 0.38% hits;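 active means compound inhibiting the enzyme by more than half at any dose during confirmatory dose-response retesting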;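 further: plate controls were full reaction with DMSO carrier for no effect and no enzyme background for full effect; strong numbers were not always called active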
* = called active by the depositor; i = inactive; / = no result given.

SMILES	West Nile virus CPE	XIAP displacement	CSM14.1 death rescue	M1AAP inhibition	SIAH1 antagonists	Yfh1-depleted yeast	human PMI inhibitors	PhoP inhibition	P. falciparum M17LAP
N/C(=N\OC(=O)CCC1CCCC1)c1ccccc1	1.1%	-9.5%	-1.0%	8%	1%	i	-4%	-1%	-3%
Cc1ccc(Cl)cc1N1CCN(CC(=O)Nc2ccc(CN3CCCCC3)cc2)CC1	11%	-5.6%	8.6%	2%	3%	i	8%	9%	-3%
CN1CCN(C2=NC(=O)/C(=C/c3cn[nH]c3-c3ccccc3)S2)CC1	0.6%	/	/	16%	4%	i	/	-3%	5%
Cn1c(=O)c(=O)n(C)c2cc(S(=O)(=O)Nc3ccc(OC(F)(F)F)cc3)ccc21	-1.1%	-2.4%	-1.4%	0%	3%	i	6%	7%	3%
Cc1cc2nnc(SCC(=O)N3C(C)CCCC3C)n2c(N)n1 (stereo unspecified)	-0.5%	-11%	4.9%	2%	0%	i	14%	-9%	-12%
COCCn1c(SC2CCCCC2=O)nnc1-c1ccncc1 (stereo unspecified)	0.2%	-10%	-0.5%	0%	-1%	i	7%	-1%	11%
CC(C)c1ccc(C(=O)N(c2ccccn2)C(C)c2ccco2)cc1 (stereo unspecified)	-0.6%	-7.5%	-0.9%	2%	0%	i	9%	5%	11%
CC(=O)Nc1ccc(SC[C@H](CC(C)C)N2CCN(CC(C)C)CCC2=O)cc1	-0.8%	/	/	6%	17%	i	/	4%	-1%
O=S(=O)(CCc1nc2ccccc2o1)c1ccc(Cl)c(Cl)c1	0.1%	-4.1%	-1.3%	9%	0%	i	6%	-5%	5%
CCCCC(=O)Nc1cccn2ncnc12	-0.3%	-1.1%	-0.8%	6%	4%	i	-1%	-1%	2%
CCOC(=O)CC(C)(C)/C(C)=N/Nc1ccc([N+](=O)[O-])cc1[N+](=O)[O-]	-1.8%	1.0%	-2.7%	4%	-5%	i	1%	21%	-4%
Cc1cc(C(=O)CSc2nc3ccccc3[nH]2)c(C)n1CC1CCCO1 (stereo unspecified)	2.2%	-5.4%	-0.6%	4%	0%	i	10%	-22%	-5%

The final three compounds of the section before come first, to join the parts.
SMILES	West Nile virus CPE	XIAP displacement	CSM14.1 death rescue	M1AAP inhibition	SIAH1 antagonists	Yfh1-depleted yeast	human PMI inhibitors	PhoP inhibition	P. falciparum M17LAP
CCCCC(=O)Nc1cccn2ncnc12	-0.3%	-1.1%	-0.8%	6%	4%	i	-1%	-1%	2%
CCOC(=O)CC(C)(C)/C(C)=N/Nc1ccc([N+](=O)[O-])cc1[N+](=O)[O-]	-1.8%	1.0%	-2.7%	4%	-5%	i	1%	21%	-4%
Cc1cc(C(=O)CSc2nc3ccccc3[nH]2)c(C)n1CC1CCCO1 (stereo unspecified)	2.2%	-5.4%	-0.6%	4%	0%	i	10%	-22%	-5%
CNC(=S)N1N=C2c3ccccc3CCC2C1c1ccccc1Cl (stereo unspecified)	0.1%	/	/	11%	-7%	i	/	-9%	-2%
O=C(Nc1nc2nccc(-c3ccccc3)n2n1)c1ccccc1	-0.4%	/	/	-4%	20%	i	/	-2%	4%
Clc1ccc(-c2nnc(-c3ccccc3)nc2-c2c[nH]c3ccccc23)cc1	-0.9%	-0.8%	0.3%	-1%	5%	i	-8%	2%	3%
C=CCn1c(NCc2cc(C)ccc2O)nc2ccccc21	-0.4%	-1.3%	0.0%	4%	1%	i	-1%	9%	-3%
CCN(CC)Cc1c(O)ccc2c(-c3ccccc3)cc(=O)oc12	-0.3%	-0.3%	-0.7%	9%	2%	i	7%	1%	9%
Nc1c(-c2ccccc2)c(CSc2nc3ccccc3[nH]2)nn1-c1cccc(C(=O)O)c1	-0.1%	-4.5%	-1.2%	-4%	3%	i	6%	7%	27%
CC(=O)CSc1ncnc2nc[nH]c12	0.3%	-3.1%	0.4%	3%	2%	i	3%	-2%	10%
COc1cccc(C2CC(C(F)(F)F)n3ncc(C(=O)O)c3N2)c1 (stereo unspecified)	0.1%	-1.2%	0.4%	-4%	0%	i	-5%	-13%	-7%
CN1CCN(Cc2c(O)ccc3cc(-c4ccccn4)c(=O)oc23)CC1	0.0%	-1.9%	0.0%	52µM*	1%	i	0%	2%	-188%
COc1ccc(NC(=O)c2cc(OC)c(OC)cc2OC)c(S(=O)(=O)N2CCOCC2)c1	0.3%	-3.3%	-0.9%	/	-2%	i	4%	/	/
CCC(=O)NC1(C(F)(F)F)C(=O)NC(C)=C1C#N (stereo unspecified)	0.5%	-8.6%	0.3%	13%	-2%	i	15%	3%	7%
CCC1=C(OC(=O)N(CC)CC)N2C(=O)OC(=NCc3ccccc3)[C@]2(C)[C@H]2C1=CC[C@H]1C(=O)N(c3ccccc3)C(=O)[C@H]12	-0.5%	/	/	8%	8%	i	/	0%	-13%
Cc1ccc(S(N)(=O)=O)cc1NC(=O)/C=C/c1cccs1	-0.2%	-4.2%	-0.3%	5%	-3%	i	1%	1%	19%
COCCn1c(=N)c(C(=O)NCc2ccco2)cc2c(=O)n3ccccc3nc21	0.4%	-4.5%	2.7%	7%	-5%	i	39%	-6%	-78%
Cc1c(NC(=O)CCSCCc2ccccn2)cccc1[N+](=O)[O-]	-0.6%	-3.5%	-0.8%	6%	-10%	i	4%	-6%	2%
NNC(=S)Nc1ccc(OC(F)(F)F)cc1	0.0%	/	/	-5%	1%	i	/	3%	-3%
Cc1ccc(-n2c(SCC(N)=O)nnc2-c2ccccn2)cc1	-0.2%	-19%	3.3%	0%	3%	i	2%	-1%	9%
Cc1ccc(CN2CCN(CC(=O)N=Nc3c(O)[nH]c4ccccc34)CC2)cc1	-0.9%	-5.6%	-1.9%	7%	8%	i	8%	-3%	6%
Cn1ccnc1C(=O)c1ccc(S(=O)(=O)N2CCCC2)cc1	-0.8%	-4.4%	-0.9%	1%	4%	i	-7%	-2%	2%
CN(c1ccc(C(=O)NC2CC2)cc1)S(=O)(=O)c1ccccc1	-0.5%	-0.8%	-2.2%	-5%	-9%	i	0%	1%	-2%
CCCCC(C)(O)C/C=C/[C@H]1[C@H](O)CC(=O)[C@@H]1CCCCCCC(=O)OC (stereo partly specified)	0.8%	-4.5%	-0.9%	16%	4%	i	-2%	9%	50%
COc1cc(-c2n[nH]c(=S)n2-c2cccc(C(F)(F)F)c2)cc(OC)c1OC	-0.2%	-12%	-2.3%	5%	1%	i	1%	-7%	1%
COc1cc(/C=C(\C#N)C(=O)Nc2cccc3ncccc23)cc(OC)c1OC	2.8%	-4.1%	2.1%	14%	6%	i	22%	-11%	-8%
COc1ccc(/C=C(/C#N)C(=O)Nc2ccc(O)cc2)cc1C(=O)O	1.7%	-4.3%	-0.6%	16%	0%	i	-20%	-4%	7%
COc1cc(/C=N/NC(=O)CCC(=O)NC2CCCCC2)ccc1C	-0.2%	-1.3%	-1.3%	-1%	-2%	i	-4%	1%	-4%
CCOC(=O)C1=C(Nc2ccc(Cl)cc2)OCC1=O	-0.6%	/	/	11%	-5%	i	/	-7%	1%
Cc1cc(OCCCCN2C(=O)NC(C)(C)C2=O)ccc1[N+](=O)[O-]	-1.6%	-3.6%	1.3%	11%	-5%	i	0%	-9%	2%
Cc1ccccc1NC(=O)Cn1c(NCC(C)O)nc2ccccc21 (stereo unspecified)	0.3%	-2.7%	-2.0%	10%	0%	i	-1%	-16%	8%
CCNS(=O)(=O)c1ccc(CCC(=O)NC2CCCC2)cc1	-0.3%	3.3%	5.6%	-2%	6%	i	5%	3%	6%
Cc1cccc(OCCn2cc(/C=N/NC(=O)c3ccncc3)c3ccccc32)c1	-0.2%	-2.2%	-2.6%	5%	6%	i	4%	-10%	11%
Cc1ccc(OC/C(O)=C(\C#N)c2nc3ccccc3s2)cc1	-0.2%	-3.7%	-2.9%	5%	0%	i	-7%	-14%	-10%
COc1ccc(C(CCN2CCOCC2)c2c(O)cc(OC)cc2OC)cc1 (stereo unspecified)	-0.3%	/	/	1%	0%	i	/	2%	-12%
N#CC1(c2ccccc2)CCCN1C(=O)c1ccco1 (stereo unspecified)	0.1%	-1.2%	-1.2%	-3%	2%	/	-1%	-4%	4%
Cc1occc1C(=O)NNC(=S)Nc1cccc([N+](=O)[O-])c1	0.5%	-0.5%	-1.3%	-10%	7%	i	3%	-12%	28%
C=CCn1c(=O)c2ccccc2n2c(SCC(=O)Nc3sc(C(=O)N(CC)CC)c(C)c3C(=O)OCC)nnc12	-0.4%	-6.8%	-1.0%	2%	-3%	i	-7%	-5%	2%
N/C(CC(=O)NCCOc1ccccc1)=N\O	0.3%	-7.7%	-2.5%	-5%	-8%	i	-7%	6%	-1%
Cc1ccc(-c2nc(CSCC(=O)NCCCN3CCOCC3)c(C)o2)cc1	-1.7%	-2.7%	-1.3%	10%	2%	i	-7%	-8%	0%
CCN1CCN(c2ccc([N+](=O)[O-])cc2S(=O)(=O)N2CCOCC2)CC1	0.1%	-7.3%	2.0%	4%	0%	i	0%	-2%	10%
c1ccc(CCc2nn3c(Cc4ccccc4)nnc3s2)cc1	0.0%	-7.3%	-3.2%	4%	-6%	i	5%	-12%	2%
CCN1CCN(c2ccc(S(=O)(=O)N3CCCC3)cn2)CC1	0.0%	-2.7%	-0.1%	0%	0%	i	6%	-1%	6%
Cc1ccc(N2CCN(CC(O)COC3CCCCC3)CC2)cc1 (stereo unspecified)	-0.8%	-3.6%	2.7%	2%	-2%	i	9%	2%	1%
CCc1ccc(CN(C)C(=O)CCc2nnc(CCc3cccc(OC)c3)o2)nc1	-0.4%	-4.3%	-0.5%	0%	7%	i	14%	6%	-6%
Cc1c(C(=O)N2CCN(Cc3ccc4c(c3)OCO4)CC2)cccc1[N+](=O)[O-]	-0.7%	4.3%	1.9%	2%	4%	i	-5%	1%	12%
COc1ccc(CN2CCN(S(=O)(=O)c3ccc(F)cc3)CC2)cc1OC	-0.3%	-1.1%	0.1%	-4%	4%	i	-20%	0%	9%
O=C(c1ccc(-c2ccccc2)cc1)N1CCN(Cc2ccccn2)CC1	-0.2%	-2.9%	-1.3%	7%	-2%	i	6%	0%	12%
O=c1oc2ccc([N+](=O)[O-])cc2c(N2CCOCC2)c1[N+](=O)[O-]	0.6%	-6.2%	-1.3%	6%	0%	i	7%	-2%	-42%
Cc1cccc(NC(=O)NCCc2ccc(Cl)cc2)c1	-0.6%	-4.8%	-0.5%	0%	3%	i	-7%	-7%	-4%
O=C(Nc1ccccc1F)NC1CCN(Cc2nnnn2Cc2ccc(F)cc2)CC1	-0.7%	-1.5%	1.6%	0%	-1%	i	-10%	-9%	-5%
COc1cc(NS(=O)(=O)c2ccc(NC(=O)COc3ccc(C)cc3C)cc2)nc(OC)n1	0.4%	-7.9%	-2.2%	17%	1%	i	8%	3%	10%
